Compound activity as filed in PubChem BioAssay.
SRC3 TRFRET art: TR-FRET artefact, counter-screen to PPARgamma/SRC-3 agonist assay | PPARgamma/SRC-3 format; hits give high values | TR-FRET ratio at 8 µM | 99,000 tested, 0.39% active; in the data active = TR-FRET ratio above about 2000; also: inactives centre near 1600; reference of the scale not given here
SRC1 TRFRET art: flags TR-FRET format artefacts in PPARgamma SRC-1 recruitment agonist screen | TR-FRET ratio at 8 µM | TR-FRET detection artefact counter-screen, emission ratio; hits give high values | AID 1051 | 99,000 tested, 0.34% active; in the data active = TR-FRET ratio above about 2300; also: inactives centre near 1800; reference of the scale not given here
The depositor's hits bear a star. A portion of the library (hit frequency here may not be typical).

SMILES	SRC3 TRFRET art	SRC1 TRFRET art
O=C(Nc1nc(-c2cccs2)c(-c2cccs2)s1)C1CCCC1	1751	1906
C/C(=N\NC(=O)c1ccc(CN2CCOCC2)cc1)c1ccc([N+](=O)[O-])cc1	1413	1781
CCOc1ncccc1C(=O)N(C)CC(=O)Nc1ccccc1SC	1580	1993
CSc1ccc(/C=C(\C#N)C(=O)Nc2cccc(C)c2)cc1	1761	1810
CCN1CCN(c2c(Cl)cccc2NC(=O)c2ccc([N+](=O)[O-])cc2)CC1	1667	1688
CC(=O)c1ccc(N(C(=O)c2ccco2)C(C(=O)NC2CCCC2)c2ccc(N3CCOCC3)cc2)cc1 (stereo not drawn)	1701	1634
CC(=O)Nc1ccc(S(=O)(=O)N(C)c2ccc(OCC(=O)OCC(=O)N3CCCCC3)cc2)cc1	1560	1525
Cc1ccc(-n2c(SCC(=O)NC3CCS(=O)(=O)C3)nc3ccccc3c2=O)cc1 (stereo not drawn)	1511	1440
COc1ccc(Cl)cc1-c1nc(N)nc(N(C)C)n1	1683	1729
COc1ccc(N2C(=O)C(CN3CCCCC3)C2c2ccccc2)cc1 (stereo not drawn)	1677	1845
Cc1cc(C)cc(C(=O)Nc2ccc3[nH]c(=O)[nH]c3c2)c1	1819	1921
O=c1c([N+](=O)[O-])c(NCCN2CCCCCC2)c2ccccc2n1-c1ccccc1	1499	1776
COC(=O)c1c(NC(=O)CN2CCC3(O)CCCCC3C2c2ccc(OC)cc2OC)sc(C)c1C (stereo not drawn)	1535	1679
Cc1cc(C)nc(NC(=S)Nc2cccc(Cl)c2Cl)c1	1750	1702
Cc1ccccc1-n1c(C)nnc1SCc1cc(=O)oc2ccc3ccccc3c12	1656	1640
COc1ccc([N+](=O)[O-])cc1NC(=O)COC(=O)/C=C/c1ccco1	1724	1808
CC1CCCN(Cc2nc(Cc3ccccc3Cl)no2)C1 (stereo not drawn)	1574	1812
COC(OC)c1ccnc(-c2ccc(OC(C)=O)cc2)n1	1357	1685
CCOc1ccccc1N1CC(C(=O)Nc2ccc3c(c2)OCCO3)CC1=O (stereo not drawn)	1348	1673
Cc1ccc(NC(=O)Cn2nc(-c3ccccc3Cl)ccc2=O)c(Br)c1	1215	1642
CC(=O)c1ccc(NC(=S)NCCc2ccc(S(N)(=O)=O)cc2)cc1	1560	1974
Cc1cc(C(=O)CCl)c(C)n1CCc1ccccc1	1761	1846
O=C(NCc1n[nH]c(=S)n1-c1ccccc1)c1cccs1	1694	1958
CC(=O)Nc1ccc(OC(=O)c2ccc(Cl)cc2)cc1	1376	1952
COc1ccc(C(=O)NNC(=O)c2ccc(S(=O)(=O)N3CCCCC3)cc2)cc1	1427	1593
Cc1cc(NC(=O)CSc2ccc(-c3ccc4c(c3)OCO4)nn2)no1	1424	1644
C/C(CC(=O)Nc1ccc(Cl)c(Cl)c1)=N\NC(=O)Cc1ccccc1	1652	1706
Clc1cccc(NCc2nnc3n2CCCCC3)c1	1525	1710
COCCn1c(N)c(N(Cc2ccccc2)C(=O)C2CCCC2)c(=O)[nH]c1=O	1682	1635
COC(=O)c1cn(C)c2ccc(S(=O)(=O)N3CCOCC3)cc2c1=O	1589	1860
CSCCC(NS(=O)(=O)c1c(Cl)cccc1Cl)C(=O)O (stereo not drawn)	1329	1722
COc1ccc(-c2nc3ccccc3c(=O)n2CCOc2cc(C)ccc2C)cc1	1415	1600
CCCCNC(=O)COC(=O)CCC(=O)c1cccs1	1412	1688
COc1ccccc1NC(=O)c1ccc([N+](=O)[O-])cc1[N+](=O)[O-]	1684	1953
O=C(C1=C[C@H](c2ccc3c(c2)OCO3)C[C@H](OCc2ccc(CO)cc2)O1)N1CCCCCCC1	1733	1515
CCN(CCCNC(=O)C1c2ccccc2C(=O)N(CCOC)C1c1ccc(F)cc1)Cc1ccccc1 (stereo not drawn)	1450	1830
CCOc1ccc(-c2ccc(SCC(=O)Nc3nnc(C)s3)nn2)cc1	1610	1713
NS(=O)(=O)c1ccc(CCNC(=O)CN2CCCCCC2)cc1	1482	1652
N=C(N)SCc1ccc(Cl)cc1Cl	1330	1605
O=C(N/C=C/n1cnc2cc(C(F)(F)F)ccc21)c1ccccc1	1504	1663
COCCCNC(=O)CN(CCc1ccccc1)S(=O)(=O)c1ccc(OC)cc1	1387	1569
C[C@H](O)[C@@H](C(=O)N1CCN(C(=O)OC(C)(C)C)CC1)n1cc(CCCCNC(=O)OC(C)(C)C)nn1	1487	1449
COc1ccc(C[C@H]2CN3C(=NC[C@H]3C)N2CCNC(=O)c2ccc(C)c(Br)c2)cc1	1600	1901
Clc1ccc(Nc2ncn[nH]2)c(Cl)c1	1467	1668
CN(C)CCNC(=O)c1cc2sc3ccccc3c2s1	1579	1734

Of the compounds above, these have a Cl atom:
SMILES	SRC3 TRFRET art	SRC1 TRFRET art
CCN1CCN(c2c(Cl)cccc2NC(=O)c2ccc([N+](=O)[O-])cc2)CC1	1667	1688
COc1ccc(Cl)cc1-c1nc(N)nc(N(C)C)n1	1683	1729
Cc1cc(C)nc(NC(=S)Nc2cccc(Cl)c2Cl)c1	1750	1702
CC1CCCN(Cc2nc(Cc3ccccc3Cl)no2)C1 (stereo not drawn)	1574	1812
Cc1ccc(NC(=O)Cn2nc(-c3ccccc3Cl)ccc2=O)c(Br)c1	1215	1642
Cc1cc(C(=O)CCl)c(C)n1CCc1ccccc1	1761	1846
CC(=O)Nc1ccc(OC(=O)c2ccc(Cl)cc2)cc1	1376	1952
C/C(CC(=O)Nc1ccc(Cl)c(Cl)c1)=N\NC(=O)Cc1ccccc1	1652	1706
Clc1cccc(NCc2nnc3n2CCCCC3)c1	1525	1710
CSCCC(NS(=O)(=O)c1c(Cl)cccc1Cl)C(=O)O (stereo not drawn)	1329	1722
N=C(N)SCc1ccc(Cl)cc1Cl	1330	1605
Clc1ccc(Nc2ncn[nH]2)c(Cl)c1	1467	1668

(further entries)
SMILES	SRC3 TRFRET art	SRC1 TRFRET art
Cc1cccc(C)c1OCC(=O)Nc1ccc(S(=O)(=O)Nc2ccccn2)cc1	1672	1871
C/C(=N\NC(=O)c1cc(Br)ccc1O)c1cccs1	1411	1602
COc1ccc(NS(=O)(=O)c2ccc(NC(=S)NC(=O)c3cccnc3)cc2)nn1	1369	1667
Cc1oc(-c2ccccc2Cl)nc1CN(Cc1ccccn1)C[C@@H]1CCC(=O)N1	1653	1825
Nc1ccc(-c2nc3ncccc3o2)c(Cl)c1	1674	1967
Cc1cc(NC(=O)Nc2cccc(C)c2C)no1	1523	1833
O=C(Cc1c[nH]c2ccccc12)NC1(C(=O)NC2CCCCC2)CCCCC1	1431	1630
Cc1ccc(NC(=O)Nc2cc(S(=O)(=O)N(C)C)ccc2C)cc1	1777	1943
Cc1ccc(OCCCC(=O)Nc2nc3ccccc3[nH]2)cc1	1462	1930
COc1ccccc1N1CCN(C(=O)c2ccc([N+](=O)[O-])s2)CC1	1363	1636
CC(=O)N1CCN(CC(=O)Nc2ccc(Cl)c(S(=O)(=O)N(C)C)c2)CC1	1719	2033
O=C(CSc1nnc2ccccn12)Nc1ccccc1C(=O)O	1773	1820
Cc1nnc(SCc2ccc(C(=O)Nc3cc(Cl)ccc3C)cc2)s1	1408	1660
CC(=O)NC(CC(=O)NC1CCCCC1)c1ccccc1 (stereo not drawn)	1652	1758
COc1ccc(C2=NN(c3nc(C(=O)O)cs3)C(O)(C(F)(F)F)C2)c(OC)c1 (stereo not drawn)	1589	1972
COc1cccc(NC(=O)c2cc([N+](=O)[O-])ccc2N2CCN(C)CC2)c1	1689	1769
CCCn1cc(S(=O)(=O)CC(=O)Nc2ccc(OCC)cc2)c2ccccc21	1701	1696
O=C(COC(=O)/C=C/c1ccc(Cl)cc1)Nc1ccccc1-c1ccccc1	1734	1834
CCCCCc1nc2sc3c(c2c(=O)n1NC(=O)c1ccc([N+](=O)[O-])cc1)CC(C)(C)OC3	1530	1799
O=C(NN1CCCCC1)c1cnn2c(C(F)F)cc(-c3ccccc3)nc12	1578	1711
NC1=NC(c2cn[nH]c2-c2cccc(F)c2)n2c(nc3ccccc32)N1 (stereo not drawn)	1571	1585
O=C(O)c1cnn(-c2nc(-c3ccc(F)cc3)cs2)c1C(F)(F)F	1620	2068
CCOc1ccc(NC(=O)C(C)NS(=O)(=O)c2ccc(NC(C)=O)cc2)cc1 (stereo not drawn)	1607	1854
CCOC(=O)c1ccccc1NS(=O)(=O)c1ccc(S(=O)(=O)N2CCCC2)cc1	1738	1974
Cc1cc(C(=O)COC(=O)c2ccc[nH]c2=O)c(C)n1-c1ccc(Br)cc1	1528	1906
COc1ccccc1CCNC(=O)c1cc(-c2ccncc2)nc2ccc(Br)cc12	1672	1679
O=C(Cc1ccccc1[N+](=O)[O-])NCCCN1CCOCC1	1661	1759
Cc1c(C#N)c(NC(=O)C(C)C)n(Cc2ccccc2)c1C	1790	1781
CC(=O)Nc1ccc2c(c1)N(C(C)=O)c1ccccc1CC2	1611	1757
O=C(CCS(=O)(=O)c1cccc2nonc12)NCCc1ccccc1	1602	1537
Cc1csc(NC(=O)/C=C/c2ccco2)n1	1487	1911
Cc1ccc(OCc2nnc(SCC(N)=O)n2N)cc1	1642	1946
O=C(Nc1ccc(Cl)cc1)Nc1ccccc1NS(=O)(=O)c1cccs1	1619	1668
COc1ccc(NC(=S)NC2CCN(Cc3ccccc3)CC2)cc1OC	1670	1771
Cc1csc(NC(=O)c2nc(-c3ccccc3)n(-c3ccccc3)n2)n1	1644	1885
O=[N+]([O-])c1ccccc1Nc1ccccc1	1543	1857
Cc1ccc(S(=O)(=O)NCCc2nnc3ccc(NCCCOC(C)C)nn23)cc1	1548	1704
CCn1c(=O)c2cc(C(=O)NCc3cccs3)sc2c2ccccc21	1551	1410
O=C(CCc1ccccc1)NCC1OCCc2ccccc21 (stereo not drawn)	1584	1844
COc1ccc(C(=O)N2CCN(C(=O)Cc3ccccc3)CC2)cc1	1615	2020
Cc1cc[n+](-c2nc3ccccc3nc2[N-]S(=O)(=O)c2cccs2)cc1C	1848	2052
CC(=O)Oc1ccc(C(=O)Cc2ccc3ccccc3n2)c(O)c1C	1716	1710
NC(=O)c1ccc(NC(=O)COC(=O)CCC(=O)c2ccc(Cl)cc2)cc1	1495	1851
Cc1ccc(S(=O)(=O)N(C)C)cc1NC(=O)c1cc(=O)[nH]c2ccccc12	1488	2019
COc1ccc(Cl)cc1C(=O)Nc1ccc(NC(=O)C(C)C)cc1	1730	1858
CN1CCN(S(=O)(=O)c2ccc(NC(=S)NC(=O)C3CCC3)cc2)CC1	1432	1507
COc1ccccc1OCCC(=O)OCC(=O)Nc1ccc(S(=O)(=O)N2CCOCC2)cc1	1679	1937
CC1=CC(=C(C#N)C#N)C=C(C)N1Cc1ccc(Cl)cc1	1559	1688
O=C(NNC(=S)Nc1ccc(Br)cc1Cl)c1ccncc1	1569	1772
Cc1ccc(/C=N/NC(=O)Cc2cccn2C)s1	1361	1923
CCCCOc1ccccc1NC(=O)c1scc2c1OCCO2	1499	1657
O=C(CNS(=O)(=O)c1c(Cl)cccc1Cl)OCc1csc(-c2ccccc2)n1	1609	1805
CC(C(=O)N1CCOCC1)N1C(=O)C2C3C=CC(C4CC34)C2C1=O (stereo not drawn)	1447	1714
COCCCNC(=O)CCCCCNS(=O)(=O)c1ccc(Br)cc1	1404	1610
Nc1nc(Cl)nc(N(c2ccccc2)c2ccccc2)n1	1556	1888
C/C(=N\Nc1ccccn1)c1ccc(N2CCOCC2)cc1	1672	1819
Cc1ccc(N2C(=O)C(CC(=O)Nc3cccc(F)c3)N(CCc3ccncc3)C2=O)cc1 (stereo not drawn)	1569	1810
Cc1ccc([N+](=O)[O-])cc1S(=O)(=O)N1CCCC1	1664	1927
CCOC(=O)C1=C(CC)Nc2ccccc2N=C1NC(=O)CCN1C(=O)C2CCCCC2C1=O (stereo not drawn)	1563	1836
CC(CNC(=O)c1ccc2c(c1)OCO2)c1ccc([N+](=O)[O-])cc1 (stereo not drawn)	1289	1566
(listing goes on)
SMILES	SRC3 TRFRET art	SRC1 TRFRET art
[O-][n+]1c2c(nc3c1-c1ccccc1C3O)CCCC2 (stereo not drawn)	1624	1785
COc1cc(NC(=O)c2cccc(F)c2)cc(OC)c1OC	1524	1668
CCOC(=O)N1N=C(C)CC1(O)c1ccccc1 (stereo not drawn)	1588	1744
O=C(NCCCn1ccnc1)/C(=C\c1ccco1)NC(=O)c1ccco1	1712	1578
COc1ccc(NC(=O)Nc2cccs2)cc1Cl	1720	1811
Cc1ccc(/C=C(\CCC(=O)O)c2nc3ccccc3s2)cc1[N+](=O)[O-]	1718	1927
NC(=O)c1ccc(/C=N/O)nc1	1325	1781
S=C1NCCNC(=S)NCCOCCN1	1536	1953
Cc1cc2nc(/C(C#N)=C/c3ccncc3)[nH]c2cc1C	1320	1973
CC(NC(=O)c1ccc(OC2CCN(Cc3ccccn3)CC2)cc1)c1ccccc1 (stereo not drawn)	1529	1580
c1ccc(CNc2nc(-c3cccnc3)cs2)cc1	1723	1943
COc1ccc(CCC(=O)OCC(=O)Nc2ccccc2OC(F)F)cc1OC	1628	1678
COC(=O)c1ccccc1NC(=O)CSc1nccc(C)n1	1587	1734
O=[N+]([O-])c1cc(-c2cnc3ccccc3n2)ccc1Cl	1458	1673
Cc1cc(-c2nnc(CCC(=O)N3CCN(Cc4cccc(F)c4)CC3)o2)c(C)o1	1828	1897
COc1ccc(C(=O)N/N=c2\oc3ccccc3cc2C(=O)NCc2ccccc2)cc1	1607	1738
CCN=C1SC(C(=O)Nc2cccc(Br)c2)CC(=O)N1CC (stereo not drawn)	1447	1662
